# HttQ103 aggreg – inhibitors of mutant huntingtin aggregate formation in PC12 cells; PC12 HttQ103-GFP aggregates, Acumen cytometry, 40 h; Potency, µM (series often up to 46.1 µM), without a hit: top-dose activity change, negative = inhibition, usual class: inhibitors; actives 1.1% (n = 220,000); also: potency is read from the fitted curve at half-maximal effect; % is scaled to controls: 0 for no effect and ±100 for the full control effect; nearly all actives have a fitted effect of over 60% in size
#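 Aggregates are detected as GFP objects 1–25 µm with signal 6 STDEV over background in lysates of induced PC12 cells. These carry Huntingtin exon 1 with 103 glutamines fused to GFP under an ecdysone promoter; compounds titrated.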
# HTT cytoprotect – protects HTT-Q103 PC12 cells, measured by ATP. PC12 HTT-Q103 induced, cytoprotection, ATP luminescence, 40 h. Potency, µM (top dose mostly 56.4 µM), without a hit: cytoprotection (ATP increase), usual class: activators. actives 0.14% (n = 230,000). AID 1471;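 also: potency is read from the fitted curve at half-maximal effect; % of control where 0% means no effect; nearly all actives have a fitted effect of over 45% in size; toxic huntingtin expression switched on by the ecdysone agonist tebufenozide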
#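 Stable PC12 Q103-GFP cells in serum-supplemented, phenol red-free DMEM; induction by tebufenozide at 100 nM final; compound dose series; cell viability quantified luminescently from ATP.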
# IMPase Li cell – membrane-permeable IMPase blocker, potentiated with lithium | CHO-M1 cells, IP1 TR-FRET (IP-One), carbachol + lithium | Potency, µM (top dose mostly 59.4 µM), inactives show at the highest dose activity, negative = IMPase inhibition, actives largely listed as inhibitors | actives 0.35% (n = 210,000);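 also: IP1 builds up when IMPase is blocked and the TR-FRET signal falls; potency is read from the fitted curve at half-maximal effect; plate controls were basal vehicle for no effect and high inhibitor control for full effect; nearly all actives have a fitted effect of over 50% in size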
#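 Concentration–response in CHO-M1 cells, lithium-potentiated; 30 min at 37C. IP1 detected by competitive TR-FRET after 10 min lysis at RT. Hill-fitted AC50.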
# SMN2 splice enh – increases expression of the SMN2 splice variant | HEK293 SMN2-luciferase splicing reporter, luminescence, 30-36 h | Potency, µM (top dose mostly 46.1 µM), without a hit: at the top dose activity change, positive = activation, most hits filed as activators | actives 2.8% (n = 210,000) | AID 1458; also: potency is read from the fitted curve at half-maximal effect; % of control where 0% means no effect; nearly all actives have a fitted effect of over 55% in size
#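 HEK293 cells carry an SMN2 minigene-luciferase reporter in which exon 7 inclusion puts luciferase in frame. Cells were seeded at 2000 cells/well, attached for 10-12 hours, then exposed to compounds for 30-36 hours at 37C before ONE-Glo luminescence.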
# LMNA splice mod – modulators of lamin A splicing; AID 1487; actives 0.01% (n = 200,000); HeLa LMNA splicing GFP/RFP minigene ratio, 48 h; Potency, µM (highest dose often 46.1 µM), for the others: top-dose ratio change, negative = inhibition, actives largely listed as inhibitors; active = well fitted inhibition curve with a large enough effect in the signal ratio, with a control signal flat, not every such curve was filed as active; inconclusive = small, poorly fitted or top-dose-only effect, or effect the other way, or a change in a side signal; the % refers to the signal ratio; also: potency is read from the fitted curve at half-maximal effect; % is scaled to controls: 0 for no effect and ±100 for the full control effect
#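 Read-out is the ratio of GFP to DsRed2 object intensity, acquired by 488 nm laser-scanning cytometry on HeLa lamin A-EGFP minigene reporter cells. Compound incubation 48 hrs at 37 °C in Opti-MEM with 2% FBS; DMSO 0.5% final.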
# CBFb RUNX1 block – blocks binding between human CBF-beta and RUNX1. Q01196+Q13951. AlphaScreen CBFb-His/RUNX1-biotin binding, biochemical. Potency, µM (doses to about 59.8 µM), without a hit: at the top dose activity, negative = inhibition, hits mostly inhibitors. 230,000 tested, under 10 active. AID 1477; also: % of control where 0% means no effect
# Target sequence (Q01196 whole entry, looked up): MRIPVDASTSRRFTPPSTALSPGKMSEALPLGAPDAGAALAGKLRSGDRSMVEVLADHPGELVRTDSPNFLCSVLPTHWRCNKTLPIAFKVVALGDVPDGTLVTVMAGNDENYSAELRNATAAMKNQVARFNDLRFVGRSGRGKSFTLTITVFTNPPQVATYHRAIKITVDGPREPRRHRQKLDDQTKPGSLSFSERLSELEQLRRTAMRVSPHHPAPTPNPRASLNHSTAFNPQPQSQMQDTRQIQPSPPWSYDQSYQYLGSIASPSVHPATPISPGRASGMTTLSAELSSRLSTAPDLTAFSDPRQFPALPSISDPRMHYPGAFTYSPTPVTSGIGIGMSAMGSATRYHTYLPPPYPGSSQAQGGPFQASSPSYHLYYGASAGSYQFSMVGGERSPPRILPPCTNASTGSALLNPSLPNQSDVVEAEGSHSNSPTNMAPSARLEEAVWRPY
# Target sequence (Q13951 whole entry, looked up): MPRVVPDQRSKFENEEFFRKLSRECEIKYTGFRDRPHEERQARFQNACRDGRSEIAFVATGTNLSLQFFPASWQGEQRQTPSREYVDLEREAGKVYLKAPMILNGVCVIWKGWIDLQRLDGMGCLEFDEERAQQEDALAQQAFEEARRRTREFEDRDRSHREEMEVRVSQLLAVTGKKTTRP
#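 AlphaScreen binding: CBFb-His and RUNX1-biotin (30 nM each) preincubated 20 min, compound added for 15 min, then nickel and streptavidin beads for 90 min, all at room temperature. Disruption of the interaction by any mechanism counts as activity.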
# KinaseGlo FLuc – Kinase-Glo luciferase inhibition (counter-screen) | Kinase-Glo luciferase, ATP luminescence, 8 min | AID 1379 | Potency, µM (doses to about 38.3 µM), without a hit: top-dose activity change, negative = inhibition, actives largely listed as inhibitors | actives 0.28% (n = 200,000); also: potency is read from the fitted curve at half-maximal effect; % is scaled to controls: 0 for no effect and ±100 for the full control effect; nearly all actives have a fitted effect of over 60% in size
#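 Light output from Kinase-Glo luciferase with luciferin and 10 uM ATP in 50 mM imidazole pH 7.2, KCl, MgCl2, Tween 20, BSA; compound pin-delivered, 8-min ambient incubation, then luminescence read.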
# An asterisk follows results filed as active; ? = inconclusive; nt = not tested or not shown; [ ] = another dose, or the depositor's remark. Unless noted, calls follow the shape of the dose curve; as a rule, active = well fitted curve in the direction sought with a large enough effect; inconclusive = small, poorly fitted or top-dose-only effect, or another doubt; inactive = no such curve, though single readings can be large; an effect the other way counts as inactive or inconclusive. Compounds were not picked by outcome. About 4% of those tested had a hit in this group.
SMILES,HttQ103 aggreg,HTT cytoprotect,IMPase Li cell,SMN2 splice enh,LMNA splice mod,CBFb RUNX1 block,KinaseGlo FLuc
COc1cc(C(C(=O)NC(C)(C)C)N(Cc2ccccc2)C(=O)c2cnccn2)cc(OC)c1OC (centres undefined),-8%[9.22 µM],-28%[10 µM],4%[38.3 µM],3%,-3%,5%,2%
COc1cc(C(=O)NCc2ccccn2)ccc1OCc1c(C)noc1C,2%,-19%[10 µM],-11%[38.3 µM],24%,-2%,-4%,-5%
Cc1ccccc1NC(=O)CN1C(=O)N/C(=C\c2ccc(N3CCOCC3)c(F)c2)C1=O,15%[9.22 µM],9%[10 µM],0%,nt,?,9%,-3%
COc1ccc(NC(=O)CSc2nnc(NC(=O)c3ccco3)s2)cc1,16%[9.22 µM],-37%,7%,?,nt,6%,-4%
O=C1Nc2ncccc2OC1CCO (centres undefined),-7%,-2%,32%[38.3 µM],nt,4%,3%,-3%
Cc1csc(SCC(=O)Nc2cc(S(=O)(=O)N3CCOCC3)ccc2N2CCOCC2)n1,5%[9.22 µM],1%[10 µM],nt,nt,nt,16%,nt
O=C(CC1S/C(=N/N=C/c2c[nH]c3ccccc23)NC1=O)Nc1ccccc1 (centres undefined),4%,nt,0%,?,?,-16%,3%
CC1(C)CC(=O)C2=C(C1)N(Cc1ccco1)C(=O)C2(O)C(F)(F)F (centres undefined),11%,10%,-6%[38.3 µM],-8%,-5%,4%,-3%
CN(C(=O)COC(=O)C1c2ccccc2Oc2ccccc21)C1CCS(=O)(=O)C1 (centres undefined),-4%,-2%,8%[38.3 µM],-10%,?,-2%,1%
Cc1nnc(N/N=C/c2cc(C)n(-c3ccc(F)cc3)c2C)n1N,12%,0%[10 µM],5%,-11%,-2%,-11%,0%
O=C(NCc1ccc(F)cc1)C1CCN(S(=O)(=O)c2ccc3c(c2)OCCCO3)CC1,7%,-2%[10 µM],0%,-17%,?,-5%,6%
CCC(C)(C)NC(=O)CN(C(=O)CCC(=O)Nc1cc(C)ccn1)c1ccc2c(c1)OCCO2,nt,nt,6%,-4%,8%[46 µM],3%,-2%
CC(C)c1cc(C(=O)Nc2cccc(C(F)(F)F)c2)no1,9%,-5%,30%[38.3 µM],-14%,8%,8%,0%
O=C(COC(=O)c1ccc2c(c1)OCCO2)Nc1cccc(S(=O)(=O)N2CCOCC2)c1,10%,-20%,9%,9%,2%[46 µM],-3%,1%
O=C(Nc1ccccc1N1CCN(C(=O)c2ccc(Cl)cc2)CC1)c1cc(Br)ccc1Cl,4%,-12%,2%[38.3 µM],-6%,7%,3%,-2%
CC(Oc1cccc(Cl)c1)c1ccnc2nc(/N=C/N(C)C)nn12 (centres undefined),-5%,-34%,-10%,4%,nt,-21%,0%
CC1(C)Cc2c(C#N)c(SCc3ccccc3)nc(N3CCOCC3)c2CO1,?,-50%[inhibitor],17%[38.3 µM],-20%,-2%,1%,-3%
O=C1N=C(N2CCOCC2)S/C1=C\c1ccccc1OS(=O)(=O)c1ccccc1,8%[9.22 µM],-5%[10 µM],nt,nt,nt,9%,nt
Cc1ccc(-n2nnnc2SC(C)C(=O)Nc2ccc(Cl)cn2)cc1 (centres undefined),-23%,6%,16%[38.3 µM],-9%,?,?,-7%
O=C(O)c1ccc(NS(=O)(=O)c2ccc3c(c2)C(=O)c2cc(S(=O)(=O)Nc4ccc(C(=O)O)cc4)ccc2-3)cc1,9%,nt,-8%,8%,nt,-5%,3%
O=C(O)CSc1c(-c2ccccc2)c2cc(Cl)ccc2[nH]c1=O,-5%,7%[10 µM],-15%,13%,-16%,-3%,0%
Cn1c(Cc2ccccc2)nnc1SCc1nc2ccccc2c(=O)[nH]1,-9%,6%,5%,9%,2%[9.22 µM],5%,-1%
Cc1ccc(OCC(=O)Nc2cc(-c3nn4c(C)nnc4s3)ccc2C)cc1,4%[9.22 µM],4%[10 µM],-1%,nt,nt,10%,nt
CC(C)N(C)CCOC(=O)c1ccccc1Cl,-7%,21%[10 µM],9%,3%,-5%,0%,2%
CS(=O)(=O)N(CC(=O)Nc1ccccc1C(=O)NCc1ccccc1)c1ccc2c(c1)OCCO2,17%,-1%,21%[38.3 µM],-28%,-12%,-1%,2%
Cc1ccc(-c2nc(N)sc2C)cc1,10%,-7%[10 µM],10%,17%,14%[46 µM],-1%,-1%
COc1ccccc1NC(=O)Nc1cc(C(C)C)ccc1C,9%[9.22 µM],5%[10 µM],nt,nt,nt,20%,nt
COc1ccc(NC(=O)Cc2ccccc2)cc1,-12%,5%[10 µM],-1%,?,0%,7%,-2%
O=C(CN1CCN(Cc2ccccc2Cl)CC1)N/N=C/C=C/c1ccco1,-3%[9.22 µM],-6%[10 µM],nt,nt,nt,-7%,nt
Cc1nn(Cc2c(Cl)cccc2Cl)c(C)c1NC(=O)CCCn1nc([N+](=O)[O-])c(Cl)c1C,-8%,24%[10 µM],11%,-17%,-9%,-1%,2%
CCCCNC1CCS(=O)(=O)C1 (centres undefined),9%,-1%[10 µM],3%[38.3 µM],3%,-4%,-2%,-3%
NS(=O)(=O)c1ccc(CNC(=O)C2CCCCC2)cc1,-21%,11%[1.9 µM],17%[38.3 µM],-4%,5%,9%,-3%
Cn1nc(C(F)(F)F)c2cc(C(=O)Nc3ccc(C(F)(F)F)cc3)sc21,8%[9.22 µM],-9%[10 µM],nt,nt,nt,19%,nt
O=C(NC1CC1)c1cc(-c2ccccn2)nc2ccccc12,9%,-17%,nt,nt,2%,7%,nt
Cc1cc(C(=O)NCCCN2CCOCC2)n(-c2ccccc2)n1,3%,-11%,-1%[38.3 µM],?,-2%,16%,1%
CCN(CC)CC(=O)Nc1sc(C)c(C)c1C(=O)c1ccc(C)cc1,-10%,-45%[inhibitor],9%,-7%,?,-15%,-2%

# Ordered by number of heavy atoms (ascending): 3 of the compounds above
SMILES,HttQ103 aggreg,HTT cytoprotect,IMPase Li cell,SMN2 splice enh,LMNA splice mod,CBFb RUNX1 block,KinaseGlo FLuc
O=C(NC1CC1)c1cc(-c2ccccn2)nc2ccccc12,9%,-17%,nt,nt,2%,7%,nt
O=C(CN1CCN(Cc2ccccc2Cl)CC1)N/N=C/C=C/c1ccco1,-3%[9.22 µM],-6%[10 µM],nt,nt,nt,-7%,nt
CS(=O)(=O)N(CC(=O)Nc1ccccc1C(=O)NCc1ccccc1)c1ccc2c(c1)OCCO2,17%,-1%,21%[38.3 µM],-28%,-12%,-1%,2%

# (list continues)
SMILES,HttQ103 aggreg,HTT cytoprotect,IMPase Li cell,SMN2 splice enh,LMNA splice mod,CBFb RUNX1 block,KinaseGlo FLuc
O=C(c1ccccc1F)N(Cc1cccnc1)Cc1cc2cc3c(cc2[nH]c1=O)OCCO3,8%,-8%[10 µM],6%,18%,nt,-1%,-2%
O=C(O)c1coc2ccccc12,6%,-7%[10 µM],nt,nt,0%,1%,nt
Cc1nn(CC(=O)N/N=C/c2ccc3c(c2)OCO3)c(C)c1Br,-7%,-5%[10 µM],0%,-7%,3%,1%,3%
COc1ccc(C2CC(C(F)(F)F)n3nc(C(N)=O)c(Cl)c3N2)cc1OC (centres undefined),6%,-1%,-9%[38.3 µM],-71%[inhibitor],?,2%,0%
COc1cccc(N(C)C(=S)Oc2ccc3c(c2)CCCC3)n1,-13%,-88%[inhibitor],nt,nt,?,nt,nt
CN(C(=O)COc1ncnc2c1cnn2-c1ccccc1)C1CCCCC1,-2%,-5%,4%,-30%[inhibitor],-10%[46 µM],10%,2%
NS(=O)(=O)c1ccc(NC(=O)Cn2ncc3c2-c2ccccc2OC3)cc1,8%,-26%,-1%[38.3 µM],5%,-5%,-4%,0%
Cc1ccc(N2C(=O)c3ccc(C(=O)O)cc3C2=O)cc1C,-16%,-22%,7%[38.3 µM],3%,11%,-15%,-6%
Cc1ccc(OCCCNC2CCCC2)cc1,4%,-6%[10 µM],4%,2%,-3%,6%,3%
Cc1ccccc1C(=O)O/N=C/c1c(N2CCOCC2)n(C)c2ccccc12,-23%,-7%,3%[38.3 µM],-42%[inhibitor],?,-13%,-2%
Cc1ccccc1N(CC(=O)NC1CCCC1)C(=O)c1oc(C(C)(C)C)cc1C,-3%,-19%[10 µM],26%,20%,0%,1%,10%
Cc1ccc(NC(=O)C2CCCCC2C(=O)O)cc1C (centres undefined),-8%[9.22 µM],0%[10 µM],nt,nt,nt,10%,nt
CC(C)c1nnc(SCC(=O)N2CCN(C(=O)c3ccco3)CC2)n1N,?,7%[10 µM],5%,7%,?,-1%,-1%
C/C(NC1CCCCC1)=C(/C#N)C(=O)NCCN1CCOCC1,14%,-4%,17%[38.3 µM],19%,8%,6%,2%
CCOC(=O)C1=C(C)Nc2ccccc2N=C1NC(=O)c1cccc(S(=O)(=O)N(C)C)c1,6%,-24%,-7%[38.3 µM],1%,-8%,-1%,-1%
Cc1ccc(CNc2ccc3c(c2)ncn3C(C)C)cc1,19%[9.22 µM],0%[10 µM],nt,nt,nt,-9%,nt
O=C(NCc1ccco1)C1CCCN(S(=O)(=O)c2ccccc2)C1 (centres undefined),-13%,8%,29%[38.3 µM],-22%,5%,-3%,-4%
CCOC(=O)/C(=N\Nc1cc(C(F)(F)F)ccc1Cl)N(CC)CC,-6%,8%,19%[38.3 µM],15%,13%,5%,-2%
CCCC(C)NC(=O)CSc1nnc(-c2c[nH]c3ccccc23)o1 (centres undefined),19%,-5%[10 µM],17%,1%,6%[46 µM],8%,2%
COC(=O)C1C2C=CC3(CN(c4cccc(C)c4)C(=O)C13)O2 (centres undefined),1%,-10%,-6%[38.3 µM],-30%[inhibitor],-4%,-1%,7%
CC(=O)[C@@H](C)CCO[C@@]1(C)OCC[C@@H]1C,nt,-6%[10 µM],3%,-8%[9.22 µM],nt,nt,-1%[7.66 µM]
CC1Cc2ccccc2N1C1=NS(=O)(=O)c2ccccc21 (centres undefined),-15%,-15%[10 µM],3%[38.3 µM],0%,-4%,-2%,1%
COc1ccc(NC(=O)C2C3C=CC(O3)C2C(=O)NCc2cccnc2)cc1 (centres undefined),13%,-30%,-18%[38.3 µM],-14%,13%,-6%,-1%
CN(C)CCCC(C)(O)C(C)(C)c1ccccc1 (centres undefined),-17%,nt,5%,4%,?,5%,-2%
